# From PubChem
# HCMV inh – blocks human cytomegalovirus replication; HFF cells, HCMV-luciferase reporter, 72 h; hits give low values; activity change, negative = inhibition, % at 57.5 µM; 4.5% of 410,000 active; AID 1259415; in the data active = activity change below about -60%; inconclusive = no clear call, values can overlap the other calls; inactive = above about -39%
#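 Compounds were evaluated in HFFs infected with an HCMV luciferase reporter virus (MOI 1 PFU/cell). Luciferase in lysates collected 72 h post infection served as the replication measure.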
# AmpC no deterg – blocks E. coli AmpC beta-lactamase in detergent-free assay; 0.52% of 330,000 active; Potency, µM (doses to about 57.1 µM), without a hit: top-dose activity change, negative = inhibition, most hits filed as inhibitors; AID 485341; P00811; AmpC nitrocefin hydrolysis, absorbance 480 nm, 0.0001% Triton;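 also: potency is read from the fitted curve at half-maximal effect; plate controls were no compound for no effect and no enzyme for full effect; nearly all actives have a fitted effect of over 20% in size; some results filed as inactive show a strong effect at the top dose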
# Target sequence (P00811 whole entry, looked up): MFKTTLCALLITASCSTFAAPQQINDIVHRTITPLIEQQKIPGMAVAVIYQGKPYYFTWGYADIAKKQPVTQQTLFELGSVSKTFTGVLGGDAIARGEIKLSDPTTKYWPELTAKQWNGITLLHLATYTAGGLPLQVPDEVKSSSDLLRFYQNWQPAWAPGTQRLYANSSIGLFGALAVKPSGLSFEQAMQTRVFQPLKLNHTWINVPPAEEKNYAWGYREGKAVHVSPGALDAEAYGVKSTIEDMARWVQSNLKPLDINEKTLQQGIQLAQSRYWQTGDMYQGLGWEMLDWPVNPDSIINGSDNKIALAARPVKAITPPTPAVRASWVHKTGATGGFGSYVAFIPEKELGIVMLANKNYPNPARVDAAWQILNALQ
#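 20 mM phosphate pH 7.0 + 0.01% (detergent screen) or 0.0001% Triton X-100; 5.3 nM AmpC reagent; cpd preinc 15 min RT; nitrocefin (800 uM stock) to start; A480 q20 s × 4 min; Activity was normalised to no-enzyme and no-compound control wells.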
# LmPK inhibitor – inhibitors of Leishmania mexicana pyruvate kinase | Q27686 | Potency, µM (doses to about 57.5 µM), without a hit: top-dose activity change, negative = inhibition, actives largely listed as inhibitors | purified LmPK, Kinase-Glo ATP luminescence, 1 h | 0.37% of 290,000 active; also: potency is read from the fitted curve at half-maximal effect
# Target sequence (Q27686 whole entry, looked up): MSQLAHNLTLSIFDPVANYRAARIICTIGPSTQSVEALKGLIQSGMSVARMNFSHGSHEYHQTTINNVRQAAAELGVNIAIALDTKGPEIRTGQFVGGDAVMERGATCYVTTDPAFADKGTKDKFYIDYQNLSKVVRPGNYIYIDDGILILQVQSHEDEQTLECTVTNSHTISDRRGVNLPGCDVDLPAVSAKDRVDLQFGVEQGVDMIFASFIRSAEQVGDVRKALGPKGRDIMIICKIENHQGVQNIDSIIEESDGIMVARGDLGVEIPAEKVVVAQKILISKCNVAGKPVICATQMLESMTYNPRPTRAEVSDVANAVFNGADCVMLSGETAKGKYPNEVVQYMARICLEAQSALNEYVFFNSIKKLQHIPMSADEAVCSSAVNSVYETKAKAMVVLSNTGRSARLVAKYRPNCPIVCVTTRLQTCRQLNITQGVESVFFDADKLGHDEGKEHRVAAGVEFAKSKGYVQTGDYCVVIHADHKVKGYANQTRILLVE
#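 ATP generated from ADP (0.1 mM) and PEP (0.5 mM) by 0.1 nM LmPK over 1 h at room temperature (pH 7.2 imidazole buffer) was detected by coupled luciferase luminescence. Values were normalized to uninhibited and no-enzyme wells.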
# AmpC inh detg – AmpC beta-lactamase inhibition with detergent present; AmpC hydrolysis of nitrocefin, absorbance 480 nm, 0.01% Triton; P00811; 0.041% of 370,000 active; Potency, µM (series often up to 114 µM), for the others: top-dose activity change, negative = inhibition, usual class: inhibitors;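 also: potency is read from the fitted curve at half-maximal effect; 0% = no-compound wells and -100% = no-enzyme wells; nearly all actives have a fitted effect of over 25% in size; some results filed as inactive show a strong effect at the top dose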
#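 AmpC (5.3 nM in the dispensed reagent) in 20 mM phosphate pH 7.0 with 0.01% (detergent screen) or 0.0001% Triton X-100 was preincubated with compounds for 15 min at room temperature. Nitrocefin was then added from an 800 uM solution, and hydrolysis was followed at 480 nm.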
# Tb PYK inh – T. brucei pyruvate kinase inhibition | Potency, µM (doses to about 76.8 µM), without a hit: at the top dose activity, negative = inhibition, actives largely listed as inhibitors | TbPYK enzyme, Kinase-Glo Plus ATP luminescence, 45 min | 0.12% of 410,000 active; also: potency is read from the fitted curve at half-maximal effect; nearly all actives have a fitted effect of over 50% in size
#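 TbPYK + substrate in 50 mM TEA pH 7.2, 100 mM KCl, 10 mM MgCl2, 0.05% BSA, 0.01% Tween-20; cpd pinned; ADP 130 uM final; 45 min RT; Kinase-Glo Plus 10 min; luminescence endpoint.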
# AMA1-RON2 inh – AMA1-RON2 (P. falciparum) interaction inhibition | Potency, µM (top dose mostly 58.2 µM), for the others: top-dose activity change, negative = inhibition, actives largely listed as inhibitors | AID 720542 | AlphaScreen AMA1-biotinylated RON2 peptide binding | 0.2% of 360,000 active;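 also: potency is read from the fitted curve at half-maximal effect; 0% = vehicle wells and -100% = peptide control; nearly all actives have a fitted effect of over 45% in size; some results filed as inactive show a strong effect at the top dose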
#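 AMA1 (3D7) with his tag at 25 nM final met compounds first, then biotinylated RON2 peptide at 25 nM; detection used donor plus acceptor beads, 10 µg/mL apiece, read by AlphaScreen after 30 min at room temperature.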
# Sm TGR inh – inhibitors of Schistosoma mansoni thioredoxin glutathione reductase. Q962Y6. purified TGR, DTNB reduction, TNB absorbance 405 nm. Potency, µM (highest dose often 114 µM), inactives show at the highest dose activity change, negative = inhibition, actives largely listed as inhibitors. 3% of 360,000 active; also: potency is read from the fitted curve at half-maximal effect; nearly all actives have a fitted effect of over 60% in size
#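 TGR 20 nM + NADPH 100 uM (dispensed conc.), cpd preinc 15 min RT; start with NADPH (500 uM addition) then DTNB (15 mM addition). Kinetic TNB absorbance, 405 nm filter. Four-parameter Hill fit across titration.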
# The depositor's hits bear a star; u = inconclusive; x = no result given; [ ] = another dose, or the depositor's remark. Unless noted, calls follow the shape of the dose curve; as a rule, active = well fitted curve in the direction sought with a large enough effect; inconclusive = small, poorly fitted or top-dose-only effect, or another doubt; inactive = no such curve, though single readings can be large; an effect the other way counts as inactive or inconclusive. Unless noted, % is scaled to controls: 0 for no effect and ±100 for the full control effect.
SMILES,HCMV inh,AmpC no deterg,LmPK inhibitor,AmpC inh detg,Tb PYK inh,AMA1-RON2 inh,Sm TGR inh
Cc1sc2ncnc(SCC(=O)c3ccc(Cl)s3)c2c1C,x,-29.7%,-2.2%,-0.6%,x,x,-0.4%
COc1ccc(NC(=O)NNS(=O)(=O)c2ccc(Br)cc2)cc1,-17.8,-16.1%,0.0%,u,-2.5%,-14.1%,9.0%
Cc1ccc(C2(C(F)(F)F)NC(=O)N3CCN=C3S2)cc1 (stereo not given),1.0,-4.9%,6.3%,0.8%,8.8%,-4.1%,-33.7%
CCCCCCC(=O)Nc1c(O)c2ccccc2[nH]c1=O,-23.7,-19.3%,2.4%,-15.7%,0.7%,0.3%,5.9%
CN(c1ccc(OCC(=O)OCC(=O)NCc2ccco2)cc1)S(=O)(=O)c1ccc2ccccc2c1,-21.6,4.9%,0.5%,6.0%,2.8%,-4.1%,-30.3%
CC[C@]12c3[nH]c4ccc(Cl)cc4c3CCN1C(=O)[C@@H](CC(=O)NCCCn1ccnc1)C[C@@H]2C(=O)N1CCN(C(=O)c2ccco2)CC1,-15.4,190.6%[activator],x,x,-0.6%,-1.2%,x
CCOc1ccc2[nH]c3c(N4CCN(c5ccccn5)CC4)ncnc3c2c1,u,-37.5%,1.8%,u,-4.4%,-3.0%,-9.5%
COc1ccc(C)cc1S(=O)(=O)Nc1ccccc1,19.3,-22.2%,-1.3%,u,-4.8%,-0.3%,-1.7%
Cc1onc(-c2c(Cl)cccc2Cl)c1C(=O)N1CCCc2ccccc21,u,22.0%,8.3%,9.5%,u,-2.8%,1.3%
COc1ccc(-c2cc(C(=O)Nc3ccc(OC)c(OC)c3)no2)cc1,-19.8,-11.2%,8.5%,3.6%,-3.4%,-1.3%,5.2%
CCOC(=O)c1ccc(NC(=O)CSc2nnc(CNc3ccc(OC)cc3)n2C)cc1,28.1,28.5%,3.1%,0.3%,2.9%,0.4%,u
CCNC(=O)C(=O)NCC(c1cccs1)S(=O)(=O)c1ccc(C)cc1 (stereo not given),0.0,-8.5%,4.8%,-6.2%,4.9%,7.8%,u
N#C/C(=N\Nc1ccc(S(=O)(=O)N2CCc3ccccc32)cc1)C(N)=S,-30.1,-41.6%,0.3%,-11.0%,-7.3%,41.2%[activator],-26.9%
Oc1ccccc1CC=NC1CCCCC1,4.8,x,x,x,-4.6%,u,x
CCc1cc(C(=O)NCCN(C)C)cs1,10.1,-4.1%,-1.3%,0.4%,5.4%,0.9%,2.0%
CCCS(=O)(=O)N1CCCC(C(=O)NCC2CCCO2)C1 (stereo not given),5.1,-13.2%,-3.0%,6.3%,-0.7%,-2.0%,5.4%
COc1ccccc1OCCNC(=O)Nc1ccc(Br)cc1,-16.3,-38.3%,-1.8%,1.1%,-8.7%,-7.7%,-3.8%
Cc1oc(C)c2c(=O)cc(-c3ccc4c(c3)OCO4)cc(OC(=O)c3ccccc3Cl)c12,3.2,x,x,9.8%,-4.7%,x,39.8µM*
C=CCn1nnnc1SCC(=O)Nc1cccc(OC)c1,20.5,-5.5%,1.0%,-18.1%,9.4%,-1.1%,-1.2%
COc1ccc(S(=O)(=O)N2CCC(C(=O)OCC(=O)c3ccccc3)CC2)cc1[N+](=O)[O-],31.3,-21.6%,1.4%,1.2%,0.7%,5.6%,2.7%
CC(=O)c1ccc(Nc2cc(C)nc3nc(Cc4ccccc4)nn23)cc1,3.5,x,x,19.3%,2.8%,x,5.3%
COC(=O)c1c(C(=O)OC)c(-c2ccc(Cl)c(Cl)c2)n2c1CCC2,-17.8,62.2%[activator],3.4%,u,2.0%,-26.1%,0.3%
Cc1cc(C)c2cc(C)c(SCC(=O)NCc3ccco3)nc2c1,-18.5,-27.3%,10.3%,6.3%,-8.6%,13.7%,-21.1%
CC1(C(=O)N/N=C/c2ccc3c(c2)OCO3)CC1(Br)Br (stereo not given),44.3,-17.5%,-4.4%,-4.3%,-7.2%,3.7%,2.8%
O=C(Cn1nc(C(=O)O)c2ccccc2c1=O)Nc1ccc(F)cc1,-24.4,12.4%,2.4%,-2.0%,-2.4%,2.3%,1.6%
CC(C)(C)c1ccc(OCC(=O)NC(Cc2c[nH]c3ccccc23)C(=O)O)cc1 (stereo not given),-0.4,x,x,-9.2%,-3.2%,x,-11.1%
N=c1ccn(CC(=O)c2ccc(-c3ccccc3)cc2)cc1,-76.2*,21.9%,-5.8%,-5.1%,4.2%,-21.0%,-3.8%
COc1ccc(NC(=O)CN2CCN(c3ccccn3)CC2)cc1Cl,u,23.1%,6.1%,1.9%,-6.9%,-6.3%,-16.0%
CCOC(=O)CNc1nnc(SCC(=O)OCC)[nH]c1=O,18.3,-12.7%,-0.7%,-7.7%,-19.7%,-8.0%,56.2µM*
CCN(CC(=O)Nc1ccc(NC(C)=O)cc1)C(=O)CSC(=S)N1CCCC1,-12.0,-18.4%,x,8.8%,-1.8%,-3.8%,-8.0%

# The last two compounds of the section above come first, to join the parts.
SMILES,HCMV inh,AmpC no deterg,LmPK inhibitor,AmpC inh detg,Tb PYK inh,AMA1-RON2 inh,Sm TGR inh
CCOC(=O)CNc1nnc(SCC(=O)OCC)[nH]c1=O,18.3,-12.7%,-0.7%,-7.7%,-19.7%,-8.0%,56.2µM*
CCN(CC(=O)Nc1ccc(NC(C)=O)cc1)C(=O)CSC(=S)N1CCCC1,-12.0,-18.4%,x,8.8%,-1.8%,-3.8%,-8.0%
O=C(CN1C(=O)CSc2ccc(S(=O)(=O)N3CCCCC3)cc21)NCc1ccccc1Cl,0.0,-45.4%,7.0%,-2.6%,-6.1%,-6.9%,4.2%
Cc1ccc(NC(=O)Cc2nnc(SCC(=O)Nc3nncs3)n2C)c(C)c1,11.7,-11.9%,5.3%,u,0.0%,11.3%,1.8%
CC(C(=O)NCC1CCCCC1)N1CCN(S(=O)(=O)c2ccccc2F)CC1 (stereo not given),-27.3,63.4%[activator],-0.9%,-2.7%,0.1%,10.4%,-0.2%
CCOc1ccccc1N1CCN(S(=O)(=O)c2cc(C)ccc2OC)CC1,u,31.3%,0.1%,-11.5%,0.3%,-9.1%,-2.1%
CCOc1cc(NC(=S)Nc2ccccc2)c(OCC)cc1NC(=O)c1ccccc1,15.8,-25.3%,-0.7%,-1.2%,4.0%,18.8%,-2.0%
Cn1cc(Br)c(C(=O)N/N=C/c2cccc(OC3CSC3)c2)n1,4.6,-26.2%,-10.5%,-5.2%,-3.0%,8.5%,-5.7%
COC(=O)c1cc2c(C)[nH]c(C)c2cc(C(=O)OC)c1=O,-15.9,-22.6%,-0.1%,u,-2.8%,0.9%,-21.7%
Nc1c(N(Cc2ccco2)C(=O)COc2ccccc2)c(=O)[nH]c(=O)n1Cc1ccccc1,24.6,-20.2%,x,-21.7%,-0.2%,-1.4%,u
CCCCN(C=O)c1c(CC)nc2c(OCc3cc(Cl)cc(Cl)c3)cccn12,4.7,x,x,x,0.7%,0.0%,x
Cc1cc(O)c(Sc2ncn[nH]2)cc1NS(=O)(=O)c1ccc(Cl)cc1,-1.9,-17.0%,x,14.0%,10.8%,61.6%[activator][11.6 µM],-25.0%
Cc1nnc(SCC(=O)NCc2ccccc2F)c2nn(-c3ccc(Cl)cc3)c(C)c12,-9.3,x,x,7.1%,6.2%,x,5.6%
Cn1cc(S(=O)(=O)Nc2ccc(Br)cc2F)c(=O)n(C)c1=O,0.3,-9.5%,4.1%,-6.2%,-6.2%,1.4%,-7.8%
Cc1ccccc1N1CC(c2nc3ccccc3[nH]2)CC1=O (stereo not given),3.9,-10.1%,-2.7%,-9.7%,-7.2%,-5.8%,6.3%
CN(C)c1nc(N)nc(N(c2ccccc2)c2ccccc2)n1,-13.8,-5.3%,-4.9%,-14.9%,2.1%,-3.2%,4.6%
Cc1ccc(NC(=O)NCCN2C(=O)C3C4C=CC(C4)C3C2=O)cc1 (stereo not given),109.9,1.1%,2.5%,-9.5%,-6.0%,8.7%,0.7%
COC1=C(OC)C(=O)C(CCCCCCCCCCO)=C(C)C1=O,-18.3,131.6%[activator],15.3%,5.5%,10.2%,x,u
NC1=NC2(CCCC2)n2c(nc3ccccc32)N1,-34.1,-39.8%,-5.3%,-9.3%,-1.9%,-18.5%,1.2%
O=C(Cn1c(O)c(N=NC(=O)c2ccncc2)c2ccccc21)Nc1ccccc1,36.3,-31.7%,-4.3%,3.9%,-4.5%,-5.4%,-3.7%
O=C(O)C1CCN(Cc2cnn(-c3ccccc3)c2-n2cccc2)CC1,-12.6,x,x,x,-1.9%,-1.2%,x
COc1ccccc1-c1noc2c1C(=O)N(Cc1cn(-c3ccccc3OC)nn1)CC2,-3.2,x,x,x,-1.9%,-0.8%,x
NC(=O)c1ccc(SCC(=O)OCC(=O)NCc2ccco2)c([N+](=O)[O-])c1,-14.3,-22.6%,x,1.4%,-0.3%,15.3%,-32.0%
CCN(Cc1ccccc1)C(c1cc2cc(C)ccc2[nH]c1=O)c1nnnn1CCOC (stereo not given),-27.7,47.0%,0.0%,u,-1.5%,1.0%,0.0%

# Quoted at random: six entries already listed, in no set order.
SMILES,HCMV inh,AmpC no deterg,LmPK inhibitor,AmpC inh detg,Tb PYK inh,AMA1-RON2 inh,Sm TGR inh
O=C(O)C1CCN(Cc2cnn(-c3ccccc3)c2-n2cccc2)CC1,-12.6,x,x,x,-1.9%,-1.2%,x
COc1ccccc1-c1noc2c1C(=O)N(Cc1cn(-c3ccccc3OC)nn1)CC2,-3.2,x,x,x,-1.9%,-0.8%,x
Cc1nnc(SCC(=O)NCc2ccccc2F)c2nn(-c3ccc(Cl)cc3)c(C)c12,-9.3,x,x,7.1%,6.2%,x,5.6%
Cc1ccc(NC(=O)NCCN2C(=O)C3C4C=CC(C4)C3C2=O)cc1 (stereo not given),109.9,1.1%,2.5%,-9.5%,-6.0%,8.7%,0.7%
NC(=O)c1ccc(SCC(=O)OCC(=O)NCc2ccco2)c([N+](=O)[O-])c1,-14.3,-22.6%,x,1.4%,-0.3%,15.3%,-32.0%
Cc1ccccc1N1CC(c2nc3ccccc3[nH]2)CC1=O (stereo not given),3.9,-10.1%,-2.7%,-9.7%,-7.2%,-5.8%,6.3%
